AddAB inh = growth inhibition of E. coli expressing H. pylori AddAB, primary screen, AddAB inhibitor project, absorbance. inhibition, % at 11.9 µM. AID 435030, 2010. 330,000 compounds, 0.29% hits; in the data active = inhibition above about 12%;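 also: 0% = vehicle wells of infected cells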
SR-BI DiI inh = inhibitors of SR-BI mediated HDL lipid uptake, primary screen, ldlA[mSR-BI] cells, fluorescence, single point; ldlA[mSR-BI] CHO cells, DiI-HDL uptake fluorescence, 3 h; 320,000 compounds, 0.96% hits; inhibition, % at 12.5 µM; Scavenger receptor class B member 1 (Mus musculus), Q61009;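 active = mean replicate inhibition of at least 70% and a set share of replicates each scoring 70 or more; inconclusive = meets just one of the two criteria; inactive = fails both criteria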;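 also: 0% = median of neutral control wells and 100% = median of positive control wells; values of inactives mirror those of a sister screen read the other way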
Target sequence (Q61009 whole entry, looked up): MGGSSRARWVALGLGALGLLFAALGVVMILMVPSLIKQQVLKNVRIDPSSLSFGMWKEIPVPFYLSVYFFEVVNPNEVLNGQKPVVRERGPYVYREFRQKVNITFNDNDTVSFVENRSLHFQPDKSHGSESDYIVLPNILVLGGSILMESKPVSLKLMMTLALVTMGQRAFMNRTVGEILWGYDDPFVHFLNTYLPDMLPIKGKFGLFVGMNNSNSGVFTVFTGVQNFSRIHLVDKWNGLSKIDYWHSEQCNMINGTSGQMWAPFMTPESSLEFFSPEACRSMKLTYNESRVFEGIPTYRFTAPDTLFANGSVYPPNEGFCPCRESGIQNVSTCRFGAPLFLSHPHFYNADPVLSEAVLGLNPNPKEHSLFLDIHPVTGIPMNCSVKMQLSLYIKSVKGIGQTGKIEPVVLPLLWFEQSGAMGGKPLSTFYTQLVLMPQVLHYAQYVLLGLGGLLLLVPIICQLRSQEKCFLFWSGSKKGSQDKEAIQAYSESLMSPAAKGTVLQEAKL
Tat transport = E. coli Tat export inhibitors, primary screen, MC4100, TorA-mCherry reporter, fluorescence, single point | AID 488895, 2010 | inhibition, % at 10 µM | 340,000 compounds, 0.036% hits;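 active = mean replicate inhibition at least 50% and at least half of replicates individually reaching 50%; inconclusive = only one of the two criteria met; inactive = neither criterion met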;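 also: exported cargo escapes ClpAP degradation while cytoplasmic cargo is degraded and loses fluorescence; 0% = median of neutral control wells and 100% = median of NaSCN control wells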
SR-BI uptake up = activators of SR-BI mediated DiI-HDL uptake, primary screen, ldlA[mSR-BI] CHO cells, DiI fluorescence | 3 h; 100 = double the neutral-control signal | activation, % at 12.5 µM | 320,000 compounds, 0.096% hits;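 active = mean replicate activation of at least 60% and every replicate at or above 60%; inconclusive = mean or all-replicate condition met, but not both; inactive = mean below 60% and not all replicates reaching 60%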;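 also: 0% = median plate neutral-control signal and 100% = twice that signal; values of inactives mirror those of a sister screen read the other way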
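material = CHO ldlA[mSR-BI] cells | medium = Ham's F12 with 0.5% BSA, HEPES 25 mM, pH 7.4 | reagent = fluorescent DiI-HDL, 10 µg/mL final | compound dosing = single-point compound dose | incubation = 3 h, 37 °C | measured by = bottom-read fluorescence, 550/595 nm | measure = HDL uptake via cellular fluorescence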
CAL PDZ FP-1 = untagged CAL PDZ binding inhibitors, primary screen, biochemical, fluorescence polarization, HTS | 300,000 compounds, 0.92% hits | AID 602252, 2012 | inhibition, % at 24.9 µM | Golgi-associated PDZ and coiled-coil motif-containing protein (Homo sapiens), Q9HD26 | purified CAL PDZ, TMR-peptide fluorescence polarization, 1 h;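 active = mean inhibition of at least 30% with at least half of replicates also reaching 30%; inconclusive = no clear call, values can overlap the other calls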;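 also: 0% = DMSO neutral control and 100% = excess unlabeled competitor peptide PRC23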
phage Ecoli inh = growth loss of phage-infected E. coli, primary screen, RecBCD inhibitor project, absorbance, with phage, HTS. inhibition, % at 11.9 µM. 360,000 compounds, 0.26% hits. AID 651602, 2012; in the data active = inhibition above about 11%
CAL PDZ FP-2 = CAL PDZ peptide-binding inhibitors, primary screen, biochemical, fluorescence polarization, Cer-tagged CAL PDZ, HTS; purified CAL PDZ, TMR-peptide fluorescence polarization, 1 h; 330,000 compounds, 0.02% hits; AID 504414, 2011; Golgi-associated PDZ and coiled-coil motif-containing protein (Homo sapiens), Q9HD26; inhibition, % at 20 µM;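 active = highest replicate inhibition of at least 40%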;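 also: plate controls were DMSO neutral control wells for no effect and unlabeled competitor peptide control wells for full effect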
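Test system: purified CerCALP PDZ construct; Compound dosing: one concentration, 20 µM compound; Also added: TMR-labelled reporter peptide T*-PRC34 bound in PDZ groove; Read-out: inhibition from polarization loss; Controls: unlabelled peptide and DMSO controls; Signal: FP readout, S and P plane fluorescence; Incubation: 1 h at RT.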
Wnt act = Wnt/beta-catenin pathway activators, primary screen, cell-based, plate reader, single point | Wnt/beta-catenin reporter cell assay, activator | activation, % at 9.35 µM | 300,000 compounds, 1.2% hits | AID 743398, 2014; in the data active = activation above about 30%, passing the limit was not always enough; inconclusive = no clear call, values can overlap the other calls;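 also: 0% = neutral control wells and 100% = positive control wells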
MITF TRPM1 HTS = activators of MITF-driven TRPM1 promoter reporter, primary screen, cell-based, SK-MEL-5, luciferase, single point; SK-MEL-5 TRPM1-promoter luciferase, 24 h; % of positive control, neutral wells = 0; activation, % at 12.5 µM; 300,000 compounds, 0.75% hits;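 active = mean activation of at least 80% with every replicate also reaching 80%; inconclusive = mean reaches 80% but some replicate falls short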;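 also: 0% = neutral control wells and 100% = parthenolide positive control wells; values of inactives mirror those of a sister screen read the other way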
Ecoli viability = E. coli V3065 growth inhibition, primary screen, counter-screen for AddAB inhibitor project, absorbance, OD600. 18 h. inhibition, % at 11.9 µM. 330,000 compounds, 0.27% hits. AID 449728, 2010;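 active = inhibition above the campaign's mean inhibition across all tested compounds plus 3 SD, cut at about 9.9% in these data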;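 also: uninfected addAB+ strain grown without phage in ampicillin broth; 0% = DMSO wells and 100% = ciprofloxacin 0.95 µg/ml wells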
Numbers without * were called inactive; ? = inconclusive; · = no result given. Compounds were not picked by outcome (roughly 3.6% active in at least one column).

SMILES	AddAB inh	SR-BI DiI inh	Tat transport	SR-BI uptake up	CAL PDZ FP-1	phage Ecoli inh	CAL PDZ FP-2	Wnt act	MITF TRPM1 HTS	Ecoli viability
Cc1ccc2c(c1)-c1c(cnn1CC(=O)N(Cc1ccco1)C1CCCCC1)CO2	0.7	-27.2	7.0	27.2	-0.8	3.9	-0.8	-2.9	-7.6	-0.8
Cc1ccc(S(=O)(=O)N2CCN(C(=O)COC(=O)c3cc([N+](=O)[O-])ccc3NCCO)CC2)c(C)c1	0.0	79.3*	-2.7	-79.3	·	0.1	-0.3	-23.6	19.8	2.3
Cc1onc(-c2ccccc2Cl)c1C(=O)NCc1ccco1	-1.6	-22.0	-3.8	22.0	-2.1	1.9	-2.1	2.6	2.3	0.4
O=C(NCc1ccccc1)Oc1cccc(Cl)c1	1.9	3.5	-0.1	-3.5	-3.4	2.7	-0.4	3.4	-6.0	-0.2
Cc1ccc(C(=O)N2CCN(c3ccc(N4CCOCC4)nn3)CC2)cc1C	4.4	0.3	0.2	-0.3	0.3	0.2	-2.8	-4.9	3.3	3.2
COc1cccc2cc(C(C)N(CCCN3CCOCC3)C(=S)Nc3cc(C)cc(C)c3)oc12 (centres undefined)	1.2	·	2.9	·	-2.4	4.4	-2.7	-1.3	-2.2	-3.0
O=C(COC(=O)c1ccc(Br)o1)Nc1ccc(N2CCOCC2)cc1	2.0	3.2	1.8	-3.2	-1.4	2.0	-0.2	-1.0	-2.0	-0.3
C=CCn1c(NCc2ccc(OC)cc2)nc2ccccc21	1.8	-8.0	-2.7	8.0	-3.1	0.2	-0.6	7.0	·	-0.2
COc1cccc2cc(-c3n[nH]c(=S)n3C)oc12	-0.5	0.9	-2.7	-0.9	-3.6	-2.3	-2.2	-1.8	-8.1	1.4
CCOC(=O)C1CCN(S(=O)(=O)c2cccc(C(=O)Nc3ccccc3)c2)CC1	-0.8	-12.3	1.6	12.3	-2.0	1.6	-3.7	-0.4	-8.9	-1.4
O=C(CCN1C(=O)/C(=C\c2ccccc2)SC1=S)Nc1ccc(C(=O)O)cc1	-0.6	1.5	2.7	-1.5	-1.3	1.1	-2.5	0.4	-3.9	-4.3
Cc1ccc(NC(=O)Nc2c(C)n(C)n(-c3ccccc3)c2=O)cc1C	2.9	-21.5	-1.8	21.5	-1.2	2.1	-0.2	0.5	1.1	-2.6
O=C(Nc1cccc(C(=O)N2CCOCC2)c1)c1ccccc1Cl	-1.0	-23.3	0.5	23.3	6.4	0.9	-0.3	-2.5	1.3	-0.6
O=C(CSc1nnc2ccccn12)NCCN1C(=O)CSC1=O	2.3	-13.2	3.5	13.2	-2.5	1.6	-0.9	·	0.4	1.3
Cc1cnc(NC(=O)CSc2nnc(C)n2N)s1	1.5	-21.6	3.3	21.6	0.1	2.9	-0.2	0.1	-1.0	2.4
Cc1ccccc1OCC(=O)Nc1cccc(NC(=O)c2ccco2)c1	5.9	9.1	-3.2	-9.1	-3.8	6.6	-3.2	·	6.6	2.0
CCOc1nc(-c2ccccc2)ccc1-c1noc(COc2ccccc2)n1	0.8	11.5	1.9	-11.5	-7.4	0.1	0.4	0.6	2.0	1.6
Cc1noc(C)c1NC(=O)N(C)C[C@H]1Oc2c(NC(=O)Cc3ccccc3)cccc2C(=O)N([C@H](C)CO)C[C@@H]1C	-0.8	-5.4	-2.8	5.4	0.9	2.7	0.0	-3.7	0.3	-0.3
O=[N+]([O-])c1ccc2c3n([n+]([O-])c2c1)CCN=C3c1ccc(Cl)cc1	0.7	19.1	-1.9	-19.1	-2.0	2.0	-0.3	6.3	-7.6	-0.2
Cc1ccc2nc(NCc3ccccc3)c(C#N)cc2c1	0.0	-12.0	-3.6	12.0	-1.6	3.4	0.3	0.1	18.8	2.0
Cc1ccc(NC(=O)CSc2cn[nH]n2)cc1	0.8	·	3.6	·	·	0.5	-1.2	0.0	3.2	-1.0
CCCc1nc2ccccc2c(=O)n1-c1c(C)n(C)n(-c2ccccc2)c1=O	0.8	-6.6	-0.9	6.6	0.2	1.0	-0.5	1.4	-2.5	0.8
CCC(=O)c1cc2c(cc1NC(=O)c1ccccc1)OCCO2	-0.1	47.2	-28.4	-47.2	-1.9	-0.1	-0.3	·	-21.5	-1.2
NC(=NC(=O)c1ccc(OCC(F)(F)F)nc1)c1ccccc1	1.6	13.7	4.0	-13.7	-4.2	-0.3	0.2	0.8	6.1	-1.2
CC(C)[C@H](NC(=O)c1ccccc1)C(=O)OCC(=O)N1CC2(C)CC1CC(C)(C)C2 (some centres undefined)	2.7	-19.4	-3.9	19.4	-1.5	3.1	3.9	-2.0	-4.3	0.3
CCNC(=O)CSc1nc2sccc2c(=O)n1-c1ccccc1	-0.7	-11.7	1.2	11.7	-1.2	-0.5	-1.6	-1.3	-10.2	0.7
COc1ccccc1-c1nnc(SCC(=O)OC(C)C)o1	0.3	15.2	-1.9	-15.2	·	0.6	-1.6	·	-24.6	0.2
Cc1nc2sc3c(c2c(=O)[nH]1)CCCCC3	1.6	7.6	19.3	-7.6	0.6	2.5	0.7	15.6	27.1	-2.6
CSCCC1NC2(C(=O)Nc3c(C)cc(Cl)cc32)[C@@H]2C(=O)N(C3CCCC3)C(=O)[C@H]12 (some centres undefined)	-0.6	-9.9	7.6	9.9	-3.1	3.4	-0.6	-7.7	-9.2	-1.8
Cc1ccc(Cn2nnnc2CN2CCC(O)(c3ccc(F)cc3)CC2)cc1	-0.4	7.2	5.3	-7.2	-2.5	1.7	0.0	-3.3	-3.5	-0.2
O=C(NC(=S)NC1CC1)c1cccnc1	3.3	3.8	-8.0	-3.8	10.3	3.2	0.4	-3.9	2.6	0.7
CSc1ccc(CN(C)CC(=O)NCCc2ccccc2)cc1	0.4	-9.2	-25.2	9.2	-3.4	1.4	-3.7	-0.7	-5.5	-0.5
CC1(C)CC2CC(C)(CN2C(=O)c2ccccc2)C1 (centres undefined)	0.4	-11.0	-14.7	11.0	-2.1	3.7	6.1	0.0	-3.7	-2.7
O=C(CSC1=NCCS1)Nc1cccc(F)c1	0.9	-16.8	-3.2	16.8	1.6	3.5	0.1	-1.2	9.6	-1.3
CN(Cc1ccccc1)C(=O)CCC1CCN(S(C)(=O)=O)CC1	-0.4	-26.2	5.2	26.2	-0.3	0.6	-2.0	-1.9	-1.3	0.1
CCOc1ccccc1C(=O)NCC(=O)NNC(=O)CN(C)S(=O)(=O)c1ccc(Cl)cc1	0.2	49.6	-11.9	-49.6	-2.9	4.6	-3.3	1.2	-12.2	0.0
Cc1cccc(OCC(=O)N(Cc2cccs2)C2CCS(=O)(=O)C2)c1C (centres undefined)	0.3	-6.5	-0.2	6.5	10.1	3.3	-0.5	-0.7	·	-2.4
CCOC(=O)C1CCN(S(=O)(=O)c2ccc3[nH]c(=O)c(=O)[nH]c3c2)CC1	-0.1	6.3	4.9	-6.3	1.7	1.5	-0.1	-1.5	5.3	-1.5
Cc1ccc2oc(=O)c(/C=C(\O)c3sc(C)nc3C)nc2c1	0.0	-50.8	33.3	50.8	·	3.7	0.1	-0.5	-6.0	-1.7
Cn1c(=O)c2c(nc(NC3CCCCC3)n2Cc2ccccc2)n(C)c1=O	1.2	-12.5	1.2	12.5	-1.9	1.3	-0.5	-1.5	-5.7	-0.5
Nc1nn(-c2ccccc2)c(N)c1N=Nc1ccccc1F	1.0	24.9	1.1	-24.9	-1.1	3.6	0.7	7.8	-7.0	-0.1
CC(C)(C)c1ccc(OC(=O)Cn2c(C(F)(F)F)nc3ccccc32)cc1	0.8	-34.9	-4.8	34.9	·	0.1	0.1	·	11.8	1.3
O=C1OC2CCC1(c1ccccc1)C2 (centres undefined)	1.2	-33.5	6.3	33.6	-2.0	-1.7	-0.7	·	2.3	1.8
Cc1onc(-c2ccccc2)c1C(=O)N1CCN(c2ncccn2)CC1	1.4	-1.3	-0.1	1.3	·	3.1	-0.3	-0.1	10.0	0.8
O=[N+]([O-])c1ccc(N2CCOCC2)cc1NCc1ccccc1	2.0	48.5	13.6	-48.5	·	2.9	-0.8	·	·	-1.3
O=C(O)[C@H]1CCCC[C@H]1C(=O)Nc1cc([N+](=O)[O-])ccc1F	0.7	·	27.4	·	-5.9	1.9	-0.5	-2.0	-15.1	-0.7
Cn1nc(C(=O)OCC(=O)N2CCc3ccccc32)c2ccccc2c1=O	1.1	24.9	-5.3	-24.9	2.9	0.2	-0.6	·	·	-0.5
COc1ccc(C)cc1NC(=O)CN1CCCC1c1ccc2c(c1)OCCCO2 (centres undefined)	0.8	1.9	-3.4	-1.9	-1.5	1.9	-2.2	-6.3	-8.7	0.2
CCc1ccc(C(=O)Nc2ccc(OC)c(S(=O)(=O)N3CCCCC3)c2)cc1	1.1	43.8	6.3	-43.8	-10.1	-1.4	-1.0	-2.3	-12.9	0.7
COc1ccc(COc2ccc(C3C(S(=O)(=O)c4ccccc4)CON3C)cc2OC)cc1 (centres undefined)	0.9	39.9	-1.1	-39.9	-2.3	4.3	-2.3	0.6	2.0	-0.1
O=C(COc1coc(CN2CCCc3ccccc32)cc1=O)Nc1ccc([N+](=O)[O-])cc1	1.1	27.9	-3.8	-27.9	-2.1	2.2	-2.5	-0.7	-14.6	0.3
CC(C)CSc1nnc2c3ccccc3n(C)c2n1	1.5	-1.8	0.8	1.8	-1.4	0.7	-7.3	10.0	45.5	-1.4
Cc1nc(N)nc(N)c1CCCc1ccc(Cl)c(Cl)c1	5.3	2.5	-16.4	-2.5	·	3.5	-0.8	-8.0	·	4.1
Nc1ncnc(SCc2c(F)cccc2Cl)n1	0.6	-3.9	-7.0	3.9	-1.9	0.9	-1.1	-1.1	·	2.5
COc1ccccc1N1CCN(c2nc(-c3ccccc3)cc(C(F)(F)F)n2)CC1	3.8	?	?	-73.1	-5.2	1.5	0.1	-2.5	-2.1	-2.9
